Compound activity deposited in PubChem BioAssay by National Center for Advancing Translational Sciences (NCATS).
LDHA inh: inhibitors of human lactate dehydrogenase A | activity change, % (values are at about 110 or 230 µM) | actives 0.15% (n = 480,000) | purified LDHA, NADH/diaphorase-resazurin fluorescence; stronger effect = lower value | AID 1347041; in the data active = activity change below about -30%; inconclusive = mostly about -25% to -30%;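 also: plate controls were DMSO wells for no effect and wells without enzyme for full effect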
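Human LDH5 (2 nM) was incubated with 0.06 mM NADH and 0.2 mM pyruvate for 5 min at room temperature in Tris pH 7.4. Remaining NADH was coupled through diaphorase/resazurin, and resorufin fluorescence was read at 0 and 20 min.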
* marks the source's active call; other numbers are inactive results; ? = inconclusive. A portion of the library; rates above refer to the full screens.

compound | LDHA inh
CN(CC(=O)Nc1cccc2ccccc12)C(=O)CSc1nccn1-c1cccc(F)c1 | 5
COc1ccc(S(=O)(=O)Nc2cc(C(=O)O)ccc2C)cc1OC | ?
Cc1cccc(C)c1-n1ccc(C=O)c1 | -1
CC(Sc1ccc(C(F)(F)F)cn1)C(=O)NC(c1ccccc1)c1ccccc1 (configuration not stated) | -1
CCOc1cc(OCC)cc(C(=O)Nc2ccc(Br)c(C)n2)c1 | -4
COC(=O)[C@]12CCCCC=C1N(Cc1ccc(Cl)cc1Cl)C(=O)[C@H](CC(=O)NCc1ccc(OC)c(OC)c1)C2 | 3
CSc1ccc(/C=C2\N=C(c3cccs3)OC2=O)cc1 | 5
CC1(C)Cc2sc3c(=O)n(Cc4ccccc4F)cnc3c2CO1 | -1
Cc1ccc(C)c(-n2nnc(-c3nc(-c4ccccc4F)no3)c2C)c1 | 15
CCOC1=C2CN(S(=O)(=O)c3ccc(C)cc3)C(c3ccccc3)CC2N(S(=O)(=O)c2ccc(C)cc2)C(c2ccc(Br)cc2)C1 (configuration not stated) | -5
CCOC(=O)[C@]12CCC=C1N(Cc1ccc(Cl)cc1Cl)C(=O)[C@H](CC(=O)N1CCCCC1)C2 | 5
N#Cc1cccc(NC(=O)CCC(=O)c2ccc3c(c2)CCC3)c1 | 20
C(=N\N=C(c1ccccc1)c1ccccc1)/c1cn(-c2cccs2)nc1-c1ccccc1 | -2
CCCNC(=O)c1ccc(NC(=O)Nc2ccccc2)cc1 | 0
Cc1nn(Cc2nnc(Nc3ccn(Cc4ccccc4Cl)n3)s2)c(C)c1Br | 7
Cc1cccc(Nc2nc(C#N)nc(NC3CCCC3)n2)c1 | -1
CCOC(=O)c1cnc2ccc(OCC)cc2c1Nc1cccc(C(=O)OC)c1 | 5
Cc1cc(N2CCN(C(c3ccnc4ccccc34)c3nnnn3-c3c(C)cccc3C)CC2)c2ccccc2n1 (configuration not stated) | -5
Cc1cc2c(cc1C)-c1nnnn1C(N1CCC(Cc3ccccc3)CC1)C(=O)N2 (configuration not stated) | 1
Cc1c(C)n(Cc2ccncc2)c2ncn3nc(-c4ccncc4)nc3c12 | 3
COc1cc(NC(=O)Cc2ccsc2)ccc1N1CCCC1=O | 1
CNS(=O)(=O)c1cc(NS(=O)(=O)c2cccc(Br)c2)ccc1C | -1
COc1ccc(CN2C(=O)CCC2(C)c2nnnn2-c2ccc3c(c2)OCCO3)cc1 (configuration not stated) | -6
O=S1(=O)N=C(Oc2ccc(C(F)(F)F)cc2)c2ccccc21 | -1
CCC(C)(CC)C(O)(C#CC[N+]1(Cc2ccccc2)CCCCC1)c1ccccc1 (configuration not stated) | 1
COCCNC(=S)NCc1cccc(CNC(=S)NCCOC)c1 | 3
CC(=O)N1CCN(C(C(=O)O)c2cn(Cc3ccccc3)c3cc(C(=O)O)ccc23)CC1 (configuration not stated) | -1
O=C(CCCn1c(=O)c2cccn2c2ccccc21)N1CCN(c2cccc(Cl)c2)CC1 | ?
CC(C)(C)C1CCN2CCCC(c3ccccc3)(C1)C2=O (configuration not stated) | -5
CCn1c(NCC(O)c2ccccc2)nc2c1c(=O)n(C)c(=O)n2C (configuration not stated) | 4
CN(CC(=O)N(C)c1c(N)n(Cc2ccccc2)c(=O)[nH]c1=O)Cc1ccccc1F | 3
COc1ccc(NC(C)=O)c(NC(=O)CSc2nc3ccccc3o2)c1 | 1
Cn1nc(C(=O)Nc2nc(-c3ccc4c(c3)OCCO4)cs2)c2ccccc2c1=O | -14
COCc1cccc(C(=O)Nc2cccc(Oc3ccccc3)c2)c1 | 3
COc1ccc(OC)c(C2CCCN2Cc2nc(-c3cccc(C(F)(F)F)c3)no2)c1 (configuration not stated) | -1
COC(=O)CCS(=O)(=O)c1ccc(Cc2ccc(S(=O)(=O)CCC(=O)OC)cc2)cc1 | -3
CC1CCCCN1S(=O)(=O)c1ccc(C(=O)Nc2ccc(Cl)c3ncsc23)cc1 (configuration not stated) | -6
COc1cccc(CCNC(=O)C(=O)NCc2n[nH]c(=O)c3ccccc23)c1 | -5
Nc1nccnc1C(=O)NCCc1cccc(F)c1 | 9
CCCN(CC)c1ccc(C(=O)NCC(=O)NCC(F)(F)F)cc1 | 5
CCN1CCN(CCOc2ccc3c(C)c(-c4ccc(OC)c(OC)c4)c(=O)oc3c2)CC1 | -5
O=C(O)C(c1c[nH]c2cc(Br)ccc12)N1CCN(c2nsc3ccccc23)CC1 (configuration not stated) | 2
COC(=O)COc1ccc(C2C3=C(CC(C)(C)CC3=O)OC3=C2C(=O)CC(C)(C)C3)cc1OC | 11
COc1ccc2cc(C(=O)N3CCC(C)(C(=O)NCc4ccccc4)CC3)[nH]c2c1 | -10
N#CCC(=O)Nc1ccccc1Oc1ccccc1 | 4
Fc1cccc(Cl)c1CNc1ccc(Cl)cc1 | 12
O=C(Cc1ccccc1)Nc1ccc(O)c(-c2nc3ccccc3o2)c1 | -6
COc1ccc2c(ccn2CC(=O)NCc2ccccc2OC)c1 | 3
Cc1cc2c(cc1S(=O)(=O)N(C)CC(=O)N1CCCCC1)OC(C)C(=O)N2 (configuration not stated) | -6
O=C(c1ccccc1)N1CCN(c2nc(-c3ccc(Br)cc3)cs2)CC1 | 3
O=C(Nc1ccc(N2CCCCC2)c2ccncc12)C1CCN(C(=O)C2CC2)CC1 | -23
N#C/C(=C\c1ccc(-c2ccc(Br)cc2)o1)c1nc2ccccc2[nH]1 | -9
Cc1c(C)n(-c2cccc(F)c2)c2ncnc(Cl)c12 | -1
CCOCCOc1nc2c(c(=O)n(C)c(=O)n2C)n1Cc1cccc2ccccc12 | 2
CN1CCN(C(=O)c2ccc(NC(=O)c3ccc(Br)o3)cc2)CC1 | -2
CNC(=O)CN(C)C(=O)CNC(=O)NC1CCCCC1 | -7
CCS(=O)(=O)N(Cc1ccc(Cl)c(Cl)c1)c1c(C)n(C)n(-c2ccccc2)c1=O | 6
C=CCNC(=S)N(CC)CC | -2
CC1CCC(C)[S+]1c1cc(O)ccc1O (configuration not stated) | 91
CSCC[C@H](NC(=O)CSc1cc(Cl)ccc1Cl)c1nc2ccccc2[nH]1 | 10

Remaining list, next part.
SMILES,LDHA inh
O=C(Nc1ccc(F)cc1Cl)c1nc2ccccc2nc1N1CCCCC1,-3
O=S(=O)(Cc1ccc2c(c1)OCO2)c1ccc2ccccc2c1,3
CCc1ccccc1NC(=O)c1n[nH]c(=O)c2ccccc12,-1
CC(C)=C(/C(=C/CS(=O)(=O)c1ccc(C)cc1)S(=O)(=O)c1ccc(Br)cc1)S(=O)(=O)c1ccc(Br)cc1,-7
CC(C)[C@H](NC(=O)OC(C)(C)C)c1cc(C(=O)N2CCOCC2)c(N)s1,11
O=C(CC(Nc1ccc(Br)cc1)C(=O)O)c1ccccc1 (configuration not stated),-2
CC(NC(=O)c1ccc(Cl)c(S(=O)(=O)N2CCCC2)c1)c1cc2ccccc2o1 (configuration not stated),-6
CCCn1nc(C(=O)Nc2ccc(S(=O)(=O)NC)cc2)c2ccccc2c1=O,3
COc1cccc(N2CC(C(=O)NCCNC(=O)c3cn(C)c4ccccc34)CC2=O)c1 (configuration not stated),2
CC(NC(=O)Cc1cccc2cccnc12)c1ccccc1 (configuration not stated),4
Cc1ccnc(NC(=S)N2CCN(C)CC2)c1,-1
COCCOc1ccc(S(=O)(=O)N(C)C(C)(C)C(=O)OC)cc1,-5

6 records picked at random from those above:
SMILES,LDHA inh
COCCOc1ccc(S(=O)(=O)N(C)C(C)(C)C(=O)OC)cc1,-5
CCc1ccccc1NC(=O)c1n[nH]c(=O)c2ccccc12,-1
CC(NC(=O)c1ccc(Cl)c(S(=O)(=O)N2CCCC2)c1)c1cc2ccccc2o1 (configuration not stated),-6
CCCn1nc(C(=O)Nc2ccc(S(=O)(=O)NC)cc2)c2ccccc2c1=O,3
CC(C)=C(/C(=C/CS(=O)(=O)c1ccc(C)cc1)S(=O)(=O)c1ccc(Br)cc1)S(=O)(=O)c1ccc(Br)cc1,-7
CC(NC(=O)Cc1cccc2cccnc12)c1ccccc1 (configuration not stated),4

(continued)
SMILES,LDHA inh
COc1ccc(S(=O)(=O)N(CC(=O)NC(C(C)C)C(C)C)c2ccc(F)cc2)cc1OC,2
Cc1ccc2c(c1)cc(C(=O)NCCOc1ccc(Cl)cc1)n2C,2
CC(=O)c1cnc(Nc2nc(C)c3cc(C)ccc3n2)nc1C,-9
COc1cccc(NC(=O)N2CCC(N(C)C(C)C)CC2)c1,10
Fc1ccc(N=Cc2ccc3ncccc3c2)c(Cl)c1,-5
C=C(C)COc1ccc2c(=O)c(-c3ccc(Cl)cc3)coc2c1,4
Cc1ccc(-c2ccc(/C=N/Nc3ccc(S(N)(=O)=O)cc3)o2)c([N+](=O)[O-])c1,59
O=C(c1ccc(F)cc1)[C@@H]1[C@H]2C(=O)[C@@H]3OC[C@@H](O3)[C@@H]12,7
CCNC(=O)CN(CC)Cc1nc2ccsc2c(=O)[nH]1,14
CC(C)c1ccc(OCc2nn3c(=O)c4ccccc4nc3s2)cc1,-4
CCC(C)NC(=O)c1ccccc1NS(=O)(=O)c1cccc(C(=O)O)c1 (configuration not stated),7
O=C(NCc1ccccc1)c1nc(-c2c(F)cccc2F)oc1-c1ccccc1,1

Arranged by value in LDHA inh (falling): 3 from the list above
Structure,LDHA inh
Cc1ccc(-c2ccc(/C=N/Nc3ccc(S(N)(=O)=O)cc3)o2)c([N+](=O)[O-])c1,59
CCNC(=O)CN(CC)Cc1nc2ccsc2c(=O)[nH]1,14
COc1cccc(NC(=O)N2CCC(N(C)C(C)C)CC2)c1,10

Additional results follow:
SMILES,LDHA inh
CC1=C(C(=O)N2CCOCC2)C(c2cc(Br)ccc2F)C2=C(CC(C)(C)CC2=O)N1 (configuration not stated),6
Cc1ccc(OC(=O)/C=C/c2cccs2)cc1,5
O=C(NC1CC1)c1ccc(NS(=O)(=O)c2ccccc2C(F)(F)F)cc1,0
CC(=O)c1c(C)[nH]c(C(=O)Cn2nnc(-c3ccc(C(C)C)cc3)n2)c1C,2
Cc1cc(C(=O)CSc2nc3cc(S(N)(=O)=O)ccc3n2C)c(C)n1C1CC1,0
COCCn1c(Br)nc2c1c(=O)[nH]c(=O)n2C,-1
C=CCC1(O)CC(C)N(C)CC1C (configuration not stated),5
CC(C)(C)C1CCc2nc(SCC(N)=O)c(C#N)c(C(F)(F)F)c2C1 (configuration not stated),-1
Cn1nnnc1Sc1ncnc2scc(-c3ccc(C(=O)OC(C)(C)C)cc3)c12,0
CCCCNC(=O)c1cccc2cccnc12,6
O=S(=O)(Nc1ccc(-c2nnc3n2CCCCC3)cc1)c1ccc2c(c1)OCCCO2,-1
CC1CCN(C(=O)Cn2nnnc2-c2ccc(Cl)cc2)CC1,2

A stretch of the results above:
SMILES,LDHA inh
Cc1ccc(OC(=O)/C=C/c2cccs2)cc1,5
O=C(NC1CC1)c1ccc(NS(=O)(=O)c2ccccc2C(F)(F)F)cc1,0
CC(=O)c1c(C)[nH]c(C(=O)Cn2nnc(-c3ccc(C(C)C)cc3)n2)c1C,2
Cc1cc(C(=O)CSc2nc3cc(S(N)(=O)=O)ccc3n2C)c(C)n1C1CC1,0
COCCn1c(Br)nc2c1c(=O)[nH]c(=O)n2C,-1

Following part:
SMILES,LDHA inh
Cn1cnc2c1c(=O)n(CC(=O)Nc1ccc3c(c1)OCO3)c(=O)n2C,7
CC(Oc1ccc(F)cc1)C(=O)NC1(C#N)CCCCC1 (configuration not stated),-5
COc1ccc(CCNC(=O)c2nn(Cc3ccccc3)c(=O)c3ccccc23)cc1,12
COc1cc(C#N)ccc1OC(C)C(=O)c1ccccc1 (configuration not stated),2
O=C(CSc1cccc2cccc(Cl)c12)OCc1cc(Cl)c2c(c1)OCCCO2,6
CN(C)CCNc1nc2c(c(=O)n(C)c(=O)n2C)n1Cc1ccc(Cl)cc1,6
O=C(CCc1ccccc1)Nc1cccc([S+](=O)([O-])Nc2ccccc2F)c1,1
CCCNC(=O)C(C)SCc1coc(-c2ccc(Cl)cc2)n1 (configuration not stated),1
Cc1ccc(C(=O)NNC(=S)Nc2ccccc2)cc1,0
CC(C)Oc1cccc(-c2noc(-c3ccc(S(=O)(=O)NC4CC4)o3)n2)c1,3
COc1ccc(-n2ccn(CC(=O)Nc3cccc(F)c3)c2=O)cc1,8
O=C(Nc1ccccc1C(=O)N1CCC(Cc2ccccc2)CC1)c1ccco1,0
COc1ccc(-c2nn(-c3ccccc3)cc2C2CC(c3cccs3)=NN2S(C)(=O)=O)cc1 (configuration not stated),0
CC1CCc2c(c(-c3ccc(O)cc3)nc3ccc4ccccc4c23)C1 (configuration not stated),3
CN(Cc1ccsc1)C(=O)C1CC=CCC1c1nc2ccccc2s1 (configuration not stated),-3
CCOC(=O)c1cnn(-c2cc(C)nc3c(-c4ccc(Cl)cc4Cl)c(C)nn23)c1N,-2
O=C(O)c1ccc(CNC2C3CC4CC(C3)CC2C4)cc1 (configuration not stated),-8
Cc1c(-c2cccc(Cl)c2)nc2ccccc2c1C(=O)NC1CCCC1,6
O=c1[nH]c(SCc2ccccc2)nc2nc[nH]c12,-12
CCOC(=O)c1nc2ccccc2nc1NCCc1ccccc1,-6
COCCN(CCOC)C(=O)c1cc(-c2ccco2)nc2ccccc12,-7
C=CCOc1nc2c(c(=O)n(C)c(=O)n2C)n1Cc1cccc(Br)c1,11
N#Cc1nc(C2CC2)oc1N1CCN(C(=O)NC2CCCCCCC2)CC1,0
COC(=O)COc1ccc2c(-c3ccccc3)cc(=O)oc2c1C,5
